# M. tuberculosis GlmU = inhibition of mycobacterial GlmU enzyme – biochemical, glucosamine-1-phosphate acetyltransferase (AID 1376). inhibition, %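 (tested at 30 µM in the primary screen)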; hits with a dose series show IC50 in µM. hit rate 0.25% among 220,000. Bifunctional protein GlmU (Mycobacterium tuberculosis (strain ATCC 25618 / H37Rv)). M. tuberculosis GlmU acetyltransferase enzyme assay; higher % means a stronger effect; in the data active = inhibition above about 13%; inconclusive = no clear call, values can overlap the other calls;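 note: 0% = complete reaction with vehicle and 100% = reaction without substrate; strong numbers were not always called active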
# RmlCD inh 1536 = M. tuberculosis RmlC/RmlD coupled enzyme inhibitors, primary screen, biochemical, compound mixtures, 384-well, from 1536-well plates | inhibition, % at 3.6 µM | dTDP-4-dehydrorhamnose reductase (Mycobacterium tuberculosis (strain ATCC 25618 / H37Rv)) … | AID 1533, 2009 | hit rate 0.03% among 160,000 | RmlC+RmlD coupled enzyme assay, percent inhibition; primary screen in compound mixtures; in the data active = inhibition mostly above about 34%, no sharp cut-off; inconclusive = no clear call, values can overlap the other calls; inactive = mostly below about 22%; note: some results filed as inactive read as strong as hits
# Target sequence (P9WH09 whole entry, looked up): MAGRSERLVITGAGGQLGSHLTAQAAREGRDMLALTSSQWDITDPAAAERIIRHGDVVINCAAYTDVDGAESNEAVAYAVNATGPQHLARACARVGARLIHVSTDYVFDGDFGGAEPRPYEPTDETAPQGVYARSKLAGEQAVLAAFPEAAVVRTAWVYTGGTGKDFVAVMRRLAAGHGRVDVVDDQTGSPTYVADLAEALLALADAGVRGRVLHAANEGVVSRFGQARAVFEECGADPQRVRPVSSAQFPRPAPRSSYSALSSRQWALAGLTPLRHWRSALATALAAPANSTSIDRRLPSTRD
# Target sequence (P9WH11 whole entry, looked up): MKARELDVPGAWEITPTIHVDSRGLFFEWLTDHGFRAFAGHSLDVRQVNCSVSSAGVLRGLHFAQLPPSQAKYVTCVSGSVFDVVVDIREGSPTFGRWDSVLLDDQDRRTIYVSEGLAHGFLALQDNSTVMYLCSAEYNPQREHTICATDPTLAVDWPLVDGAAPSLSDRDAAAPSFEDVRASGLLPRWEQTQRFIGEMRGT
# Starred values were filed as active, the others as inactive; ? = inconclusive; . = no result given. An excerpt. The share of hits here may be higher or lower than overall.
SMILES,M. tuberculosis GlmU,RmlCD inh 1536
COc1ccccc1-c1coc2cc(OC(=O)N3CCOCC3)ccc2c1=O,2.9%,-8
CC1=C(C(=O)N2CCN(C(=O)c3ccco3)CC2)C2(CCC(C)CC2)OC1=O (stereo unspecified),7.7%,-12
CCOC(=O)c1ccc(N=C2NC(=O)CS2)cc1,6.1%,.
Cc1ccccc1NC(=O)Cn1nnc(C(=O)NCc2ccco2)c1N,1.4%,7
COc1ccc(CNC(=S)N/N=C(/C)c2ccccc2)cc1,-3.4%,-12
CCC(C)NC(=O)CS(=O)(=O)Cc1nc(-c2cccc(OC)c2)oc1C (stereo unspecified),0.1%,-5
CN(Cc1ccccc1)C(=O)C(C(=O)c1ccc(F)cc1)n1cc(Cl)ccc1=O (stereo unspecified),-0.7%,0
Clc1ccc(Nc2ncnc3c2cnn3-c2ccccc2)cc1,-1.3%,-3
O=C(COC(=O)c1cccnc1)Nc1cccc(Cl)c1,-3.7%,-9
O=C(NC(=S)NCc1ccccc1)c1ccccc1,2.7%,6

# One compound at a time, from the list above:
# Listed for Clc1ccc(Nc2ncnc3c2cnn3-c2ccccc2)cc1 = M. tuberculosis GlmU = -1.3%; RmlCD inh 1536 = -3
# Listed for CCOC(=O)c1ccc(N=C2NC(=O)CS2)cc1 = M. tuberculosis GlmU = 6.1%; RmlCD inh 1536 = .
# Listed for CC1=C(C(=O)N2CCN(C(=O)c3ccco3)CC2)C2(CCC(C)CC2)OC1=O (stereo unspecified) = M. tuberculosis GlmU = 7.7%; RmlCD inh 1536 = -12

# Given bar-delimited: three of the compounds above
SMILES | M. tuberculosis GlmU | RmlCD inh 1536
CN(Cc1ccccc1)C(=O)C(C(=O)c1ccc(F)cc1)n1cc(Cl)ccc1=O (stereo unspecified) | -0.7% | 0
Clc1ccc(Nc2ncnc3c2cnn3-c2ccccc2)cc1 | -1.3% | -3
O=C(COC(=O)c1cccnc1)Nc1cccc(Cl)c1 | -3.7% | -9

# (more compounds)
SMILES,M. tuberculosis GlmU,RmlCD inh 1536
COCCn1c(-c2ccc(-c3ccc([N+](=O)[O-])cc3Br)o2)nc2c1c(=O)[nH]c(=O)n2CC(C)C,1.3%,-9
COC(=O)c1ccc(-c2nc3ccccc3[nH]2)cc1,6.2%,.
CCOC(=O)C1CCN(C(=S)Nc2cc(C)ccc2C)CC1,-2.5%,46
Cc1ccc2c(Cl)c(C(=O)NCC3CCCO3)sc2c1 (stereo unspecified),3.4%,44
CCOc1ccccc1N(CC(=O)Nc1ccccc1C(=O)O)S(C)(=O)=O,-5.4%,?
N#C/C(=C\Nc1ccccc1SC(F)(F)F)c1nc(-c2ccccc2)cs1,3.5%,10
CCn1ncc(NC(=S)Nc2ccc(OC)c(OC)c2)c1C(N)=O,-6.0%,-2
O=C1OCCC1Sc1nnc(-c2cccnc2)n1-c1ccccc1F (stereo unspecified),2.4%,5
CCC(C)NC(=O)Cn1c(=O)n(-c2ccccc2)c(=O)c2ccc(C(=O)NCc3ccco3)cc21 (stereo unspecified),-1.1%,-3
CC(C)(C)c1cc(CCC(=O)NN)cc(C(C)(C)C)c1O,-4.7%,-9
COc1ccc(C(c2c(NC(=O)c3ccccc3)sc(C)c2C)N2CCN(CCO)CC2)cc1 (stereo unspecified),-1.0%,12
CNS(=O)(=O)c1cccc(C(=O)OCc2cc(Cl)cc3c2OCOC3)c1,-6.2%,.
O=C(/C=C/c1ccc(O)cc1)OCc1occc(=O)c1O[C@@H]1OC(CO)[C@@H](O)[C@H](O)[C@@H]1O (stereo partly specified),1.5%,.
OCCC1CN(CC#Cc2ccccc2)CCN1C1CCCC1 (stereo unspecified),2.8%,-7
Fc1ccc(NC(=S)N2CCCC2)cc1Cl,-1.0%,-10
CCC(C)C12CN3CCN(CC(C)(C3)C1O)C2 (stereo unspecified),-3.9%,-10
CCN(CC)S(=O)(=O)c1ccc(N2CCOCC2)c(NC(=O)Cc2ccccc2F)c1,-3.0%,13
COc1cc(S(=O)(=O)NCC2CCCO2)ccc1Br (stereo unspecified),-5.5%,9
O=C(Nc1ccc(CN2CCOCC2)cc1)c1ccc(N2CCCC2)c([N+](=O)[O-])c1,-6.3%,.
CCOc1ccc(OCC)c(NC(=O)CN(C)S(=O)(=O)c2cnc[nH]2)c1,3.8%,.
CCOc1ccccc1NC(=O)CSc1nnc2ccc(-c3cccnc3)nn12,-4.6%,8
Cc1ccc(N2C(=O)c3ccccc3C2=O)cc1,3.1%,8
CCOC(=O)c1c(CSc2cccs2)n(C)c2cc(Br)c(O)c(CN(C)C)c12,-1.9%,-7
CCO[C@@H]1OC(C(=O)NCc2nc3ccccc3[nH]2)=C[C@H](c2csc3ccccc23)[C@H]1CCCO,-1.4%,.
COc1cccc(N(C(=O)Cn2nnc(-c3cccs3)n2)C(C(=O)NC(C)C)c2ccc(C)o2)c1 (stereo unspecified),-2.5%,8
CN(C)c1c(N)c(=O)oc2ccccc12,3.1%,-6
O=[N+]([O-])/C=C/c1cn(Cc2ccc(Cl)cc2)c2ccccc12,0.7%,-11
COCCn1c(SCC(=O)N(C(C)C)C(C)C)nnc1-c1cc2ccccc2cc1O,-2.7%,-1
CCC1CSC(Nc2ccc(C(=O)/C=C/c3ccc(Br)cc3)cc2)=N1 (stereo unspecified),0.0%,-11
CC1(C)c2[nH]c3ccccc3c2C[C@@H]2C(=O)N(Cc3ccccc3Cl)C(=O)N21,-2.2%,.
O=S(=O)(c1ccccc1)n1c(C(O)c2ccccn2)cc2ccccc21 (stereo unspecified),1.1%,-8
Cc1cccc(S(=O)(=O)C(C#N)c2nc3ccccc3nc2N2CC(C)OC(C)C2)c1 (stereo unspecified),2.7%,-10
Fc1ccccc1NC(=S)N1CCN(C/C=C/c2ccccc2)CC1,1.8%,-7
Cc1ccc(OCC(=O)N/N=C/c2cccn2C)cc1,1.3%,-13
CCc1nnc(NC(=O)C2CC(=O)N(c3ccc4c(c3)OCCO4)C2)s1 (stereo unspecified),5.9%,-4
O=C(COC(=O)c1ccccc1)Nc1ccc(Cl)cn1,1.0%,3
Cc1ccc(NC(=O)c2ccc(NCC3CCCO3)c([N+](=O)[O-])c2)cc1Cl (stereo unspecified),-0.6%,.
Cc1cc(C(=O)Nc2cccc(C(=O)O)c2)oc1C,0.7%,.
CC(NC(=O)c1ccncc1)C(c1cccs1)N1CCOCC1 (stereo unspecified),-0.4%,.
CCOc1ccccc1NC1c2ccccc2C(=O)N1c1cccnc1 (stereo unspecified),2.6%,1
CCn1c(C)nc([N+](=O)[O-])c1Sc1ccc(F)cc1,-4.6%,-6
Cc1nnc2sc(SCC(=O)Nc3cccc(Cl)c3)nn2c1=O,-1.3%,.
CC1=NN(c2ccccc2)C(=O)C1/C=C1\C(=O)NC(=O)N(c2cc(C)cc(C)c2)C1=O (stereo unspecified),7.3%,.
CCCCN(CC)Cc1c(O)ccc2c(-c3ccccc3)cc(=O)oc12,0.3%,5
CCOC(=O)N1CCC(NC(=O)CN2C(=O)CSc3nc(C)cc(C)c32)CC1,.,2
COc1ccc(C(C)C)cc1S(=O)(=O)NCc1ccccn1,3.8%,-10
CC1(c2ccccc2)CC(c2ccccc2)=Nc2ccccc2N1 (stereo unspecified),3.5%,-11
Fc1ccc(CNCc2cccc(Br)c2)cc1,-4.4%,-9
COC(=O)c1c(NC(=O)/C=C/c2ccc3c(c2)OCO3)sc(C)c1C,-8.6%,.
CCC(C)c1ccccc1NC(=O)c1cccnc1 (stereo unspecified),-0.8%,11
# Going on with the list.
SMILES,M. tuberculosis GlmU,RmlCD inh 1536
COc1ccc(/C(C)=C2\SC(=S)N(CCC(=O)O)C2=O)cc1,1.6%,-14
Cc1cccc(C)c1N1CCN(S(=O)(=O)c2ccccc2)CC1,-3.5%,3
Cc1ccc([N+](=O)[O-])c(C(=O)N/N=C/c2cccs2)c1,-0.2%,39
Cn1c(CNC(=O)c2ccccc2)nnc1SCC(=O)N1CCN(c2ccccc2)CC1,-0.1%,.
Cc1ccc(-c2nnn(C(C)C(=O)N3c4ccccc4CCc4ccccc43)n2)cc1 (stereo unspecified),-6.7%,5
O=C(CC(NCc1ccccn1)C(=O)O)Nc1ccccc1Cl (stereo unspecified),-1.4%,-7
CC(Oc1ccc(Br)cc1)C(=O)N1CCc2ccccc21 (stereo unspecified),0.0%,-9
COC(=O)c1ccccc1NC(=O)CSc1nc(C)cc(C)n1,-3.0%,1
O=C(NCCO)/C(=C/c1ccc2c(c1)OCO2)NC(=O)c1ccc(Br)cc1,0.7%,9
O=c1c(S(=O)(=O)c2ccc(Cl)cc2)cn(Cc2cccc(F)c2)c2ccc(F)cc12,-5.8%,6
COc1ccccc1NC(=O)C1C2CCCCC21 (stereo unspecified),.,3
CNC(=O)C1CC(=O)N(c2ccc(C)cc2)C1 (stereo unspecified),-0.4%,18
Oc1ccc(N2CCN(C(=S)NCCc3ccccc3)CC2)cc1,4.8%,15
CN(CC(=O)NCCc1ccc(S(N)(=O)=O)cc1)c1ccccc1,-4.2%,-4
Cc1ccc(C)c(NC(=S)N(Cc2ccco2)C(C)c2cccs2)c1 (stereo unspecified),1.2%,11
O=C(NCCCCCCNC(=O)N1CCCCCC1)N1CCCCCC1,-4.9%,.
COc1cccc(CN(C)Cc2nc3cc(C(F)(F)F)ccc3c(=O)[nH]2)c1,3.1%,?
c1ccc(-n2c(-c3cccs3)nc3nc4ccccc4nc32)cc1,6.0%,23
COc1ccc(NC(=O)NC2CCN(C(C)C)CC2)c(OC)c1,-0.3%,11
CCNc1ccc([N+](=O)[O-])cc1,-2.6%,-10
COc1ccc(NC(=O)COC(=O)COc2ccc(Br)cc2)cc1,6.8%,7
Cc1ccccc1N(CC(=O)NCc1ccco1)C(=O)CCC(=O)Nc1nccs1,3.4%,7
COc1ccc(N(C)S(=O)(=O)c2c(C)noc2C)c(OC)c1,-3.4%,4
CCn1c(-c2nn(-c3ccc(C)cc3)ccc2=O)n[nH]c1=S,4.5%,-8
O=CN/N=C/c1c(O)ccc2ccccc12,2.8%,4
COc1cccc(C(=O)OCn2nnc3ccccc3c2=O)c1OC,-2.9%,.
Cc1cccc(C(CC(=O)NCCc2ccccc2)c2ccccc2)c1O (stereo unspecified),-3.3%,6
CCCCn1c(=S)[nH]c2ncccc2c1=O,8.8%,.
COc1cc2c3nnc(-c4ccc(F)cc4)c-3cn(Cc3ccc(F)cc3)c2cc1OC,3.2%,7
CC(=O)Nc1nc(COc2ccccc2)cs1,2.8%,.
COC(=O)c1c(NC(=O)CC2Nc3cc(C)c(C)cc3NC2=O)sc(C)c1C (stereo unspecified),1.6%,.
CC(C)(C)n1nnnc1CN(Cc1cccnc1)Cc1ccccc1Cl,-0.1%,-2
CC(C)CNC(=O)c1cc(-c2ccc(Br)cc2)on1,0.7%,.
O=C(NCc1ccc(S(=O)(=O)NC2CCCCC2)s1)c1ccccc1,-0.5%,-3
Cc1cccc(CN2C(=O)N/C(=C/c3ccc(C)s3)C2=O)c1,-0.2%,-9
CC1(C)CC(=O)C2=C(C1)N(c1cccnc1)C(N)=C(C#N)C2c1cccs1 (stereo unspecified),-5.1%,-11
O=C(NCc1ccc(OC(F)(F)F)cc1)C12CN(Cc3ccccc3)CC1C(c1cccc([N+](=O)[O-])c1)=NO2 (stereo unspecified),2.2%,-9
COc1ccc(CCNC(=O)C2CCN(C(=O)NC3CCCCC3)CC2)cc1,2.1%,.
Cc1cc(C)c2c(=O)cc(C(F)F)oc2c1,-4.0%,.
CCc1ccc(NC(=O)COC(=O)/C=C/c2c(C)nn(C3CCS(=O)(=O)C3)c2Cl)cc1 (stereo unspecified),0.7%,-6

# At a glance, part of the list above.
SMILES,M. tuberculosis GlmU,RmlCD inh 1536
O=C(NCc1ccc(S(=O)(=O)NC2CCCCC2)s1)c1ccccc1,-0.5%,-3
Cc1cccc(CN2C(=O)N/C(=C/c3ccc(C)s3)C2=O)c1,-0.2%,-9
CC1(C)CC(=O)C2=C(C1)N(c1cccnc1)C(N)=C(C#N)C2c1cccs1 (stereo unspecified),-5.1%,-11
O=C(NCc1ccc(OC(F)(F)F)cc1)C12CN(Cc3ccccc3)CC1C(c1cccc([N+](=O)[O-])c1)=NO2 (stereo unspecified),2.2%,-9
COc1ccc(CCNC(=O)C2CCN(C(=O)NC3CCCCC3)CC2)cc1,2.1%,.
Cc1cc(C)c2c(=O)cc(C(F)F)oc2c1,-4.0%,.

# Next compounds follow:
SMILES,M. tuberculosis GlmU,RmlCD inh 1536
CCOC(=O)C1=C(C)NC(C)=C(C(=O)OCC)C1c1nc2ccccc2[nH]1,-0.9%,.
CC1CN=C(N(C(=O)Nc2ccccc2)C(C)c2ccccc2)S1 (stereo unspecified),-5.4%,.
C[C@H](NC(=O)c1nc[nH]c1C(=O)N1CCc2ccccc2C1)C(=O)OCc1ccccc1,2.4%,.
CCOC(=O)N1CCN(C(=O)c2ccc(NC(=O)c3ccc(C)cc3)cc2)CC1,2.8%,.
Cc1ccc(O)c(C(CC(=O)N2CCCC2)c2ccccc2)c1 (stereo unspecified),-6.0%,.
CN1C(=O)C2(NCCc3c2[nH]c2ccccc32)c2ccccc21 (stereo unspecified),1.0%,.
O=C(c1cccc(Cl)c1)N1CCN(C(=O)c2ccccc2F)CC1,3.7%,.
CC(SC(=S)N1CCOCC1)C(=O)O (stereo unspecified),3.6%,10
Cc1cc(C)nc(NC(=O)c2cccc(Cl)c2)n1,9.7%,1
Nc1cccc(-n2nnnc2CN2CCOCC2)c1,1.3%,.
NNC(=O)COc1ccc(-c2n[nH]c(C(F)(F)F)c2-c2ccc(Br)cc2)c(O)c1,-2.6%,3
